ABCB6 inh MLPCN – blocks the human ABCB6 transporter; K562-ABCB6 porphyrin accumulation, flow cytometry, 1 h; active compounds read low; fluorescence ratio to DMSO, % at 10 µM; 0.19% of 360,000 active;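 active = fluorescence ratio to DMSO below 75%, the collection mean minus 3 SD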;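 also: signal is porphyrin accumulated inside mitochondria; 100% equals median channel fluorescence of DMSO control wells; lower ratio means ABCB6 inhibition with less porphyrin fluorescence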
Target sequence (Q9NP58 whole entry, looked up): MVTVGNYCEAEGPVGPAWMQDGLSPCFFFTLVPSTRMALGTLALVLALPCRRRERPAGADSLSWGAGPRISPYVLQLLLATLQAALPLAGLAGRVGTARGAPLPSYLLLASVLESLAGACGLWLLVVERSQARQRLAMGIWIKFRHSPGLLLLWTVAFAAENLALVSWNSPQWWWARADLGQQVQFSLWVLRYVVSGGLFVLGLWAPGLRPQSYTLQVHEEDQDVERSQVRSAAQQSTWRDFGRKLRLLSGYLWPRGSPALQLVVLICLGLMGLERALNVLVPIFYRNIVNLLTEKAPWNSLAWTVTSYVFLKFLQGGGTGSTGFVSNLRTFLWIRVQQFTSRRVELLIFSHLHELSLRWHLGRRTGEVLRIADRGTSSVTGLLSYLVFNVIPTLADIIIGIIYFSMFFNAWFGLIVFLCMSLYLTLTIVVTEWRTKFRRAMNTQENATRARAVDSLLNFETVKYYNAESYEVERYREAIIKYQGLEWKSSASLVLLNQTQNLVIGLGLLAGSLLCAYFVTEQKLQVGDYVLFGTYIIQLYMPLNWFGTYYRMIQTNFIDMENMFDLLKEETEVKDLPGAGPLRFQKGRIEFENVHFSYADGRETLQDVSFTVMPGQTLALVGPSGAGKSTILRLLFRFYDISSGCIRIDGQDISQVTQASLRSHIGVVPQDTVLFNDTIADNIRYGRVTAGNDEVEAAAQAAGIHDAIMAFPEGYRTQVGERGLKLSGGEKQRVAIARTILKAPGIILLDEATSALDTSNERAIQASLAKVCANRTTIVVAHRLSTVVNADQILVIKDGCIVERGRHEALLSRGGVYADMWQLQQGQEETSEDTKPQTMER
Cardio protect – protects H9c2 cardiomyocytes from peroxide injury | protection from H2O2 cell death, % at 20 µM | 0.63% of 360,000 active | H2O2 injury protection, ATPLite, 2 h;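 active = compounds giving at least 50% protection of heart cells from peroxide-induced death in the single-dose screen, raw or plate-pattern-corrected value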;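 also: 0% = DMSO wells with peroxide and 100% = DMSO wells without peroxide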
Glyco luc inh – N-linked glycosylation inhibition; 0.23% of 360,000 active; reporter increase, % at 12.5 µM; D54 ERlucT glycosylation luciferase reporter, 24 h; percent of 100 nM tunicamycin response;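 active = mean luciferase reporter signal, scaled so untreated is 0 and the glycosylation-blocking control 100, at or above a set limit in every replicate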;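 also: luciferase carries N-glycosylation sites so blocking glycosylation raises the light; 0% = median of neutral control wells and 100% = median of 100 nM tunicamycin wells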
Exocytosis inh – blocks lytic granule exocytosis; inhibition, % at 10 µM; 0.66% of 360,000 active; TALL-104 LAMP-1 surface exposure, flow cytometry; cells stimulated with thapsigargin and PMA;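 active = inhibition above about 55%, limit read from the data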
ABHD5-PLIN5 inh – inhibitors of human ABHD5-perilipin-5 interaction. Q00G26+Q8WTS1. Split G. princeps luciferase complementation, luminescence, 4 h. inhibition, % at 4 µM. 0.78% of 360,000 active. AID 602281;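 active = inhibition above the mean inhibition across every tested compound plus 3 SD, cut at about 22% in these data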;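 also: 0% = DMSO only wells and the 100% control is not disclosed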
MC4R antagonist – antagonists of human melanocortin 4 receptor (MC4R); P32245; MC4R-expressing cells, MTII-stimulated cAMP, LANCE TR-FRET; inhibition, % at 6.5 µM; 0.48% of 360,000 active;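 active = inhibition above its plate's cutoff, the mean of tested wells on that plate plus 3 SD, cut at about 29% in these data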;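 also: 0% = Melanotan II alone and 100% = Melanotan II plus saturating MCL0020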
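System: U2OS cells stably expressing human melanocortin 4 receptor (MC4R). Reagent: Melanotan II challenge after compound preincubation. Doses: 6.5 µM. Times: 30-min compound, 1-h challenge, 1-h detection, room temperature. Measured by: TR-FRET with Eu-cAMP and labeled anti-cAMP, 671 nm. Replicates: singlicate.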
m5-HT2A agonist – mouse HTR2A agonism via beta-arrestin recruitment | CHO-K1 mHTR2A beta-arrestin complementation, luminescence; percent of 30 µM serotonin response | activation, % at 7.6 µM | AID 624169 | 0.66% of 360,000 active | P35363;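 active = activation above a run cutoff, the mean activation of all tested compounds plus 3 SD, cut at about 14% in these data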;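 also: 0% = plate median of compound wells and 100% = 30 µM serotonin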
CaV13 FRET inh – Primary screen for inhibitors of IQ motif and Ca2+-dependent inactivation inhibitor domain binding in CACNA1D, Förster resonance energy transfer in living cells, …. HEK cells, CFP/YFP FRET ICDI-IQ, plate reader, 10 min; percent FRET-ratio fall versus neutral wells. inhibition, % at 12.3 µM. 0.098% of 340,000 active;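 active = mean replicate inhibition of at least 30% and at least 1% of replicates passing that level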;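 also: 0% = median of the neutral control wells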
PDI turbidity – blocks human protein disulfide isomerase activity. P07237. AID 588391. inhibition, % at 10 µM. PDI insulin aggregation turbidity, A650, 90 min. 0.052% of 350,000 active;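 active = mean inhibition across replicates of 30% or more, whatever share of single replicates reach that level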;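 also: absorbance from insulin aggregation driven by PDI reduction with DTT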
MC4R barr agon – agonists of human melanocortin 4 receptor (MC4R) beta-arrestin. activation, % at 8.9 µM. AID 540308. U2OS MC4R beta-arrestin complementation, luminescence; percent of melanotan II response, DMSO zero. 0.98% of 360,000 active;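 active = activation above a per-plate cutoff, the mean activation of sample wells on that plate plus 3 SD, cut at about 8% in these data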
An asterisk follows results filed as active.

A first look:
CCCCn1c(N)c(N(CCC(C)C)C(=O)COC(=O)c2sccc2C)c(=O)[nH]c1=O was read as ABCB6 inh MLPCN 95, Cardio protect 0, Glyco luc inh 1, Exocytosis inh 2, ABHD5-PLIN5 inh -1, MC4R antagonist 7, m5-HT2A agonist 8, CaV13 FRET inh -5, PDI turbidity -7 and MC4R barr agon -0.9.
Cc1ccc(NC(=O)NN(C)c2c(Cl)c(Cl)nn2C)cc1 was read as ABCB6 inh MLPCN 94, Cardio protect -1, Glyco luc inh 2, Exocytosis inh 0, ABHD5-PLIN5 inh -2, MC4R antagonist 9, m5-HT2A agonist 0, CaV13 FRET inh -15, PDI turbidity -2 and MC4R barr agon -2.4.

All compounds of this part, from the start:
CCCCn1c(N)c(N(CCC(C)C)C(=O)COC(=O)c2sccc2C)c(=O)[nH]c1=O was read as ABCB6 inh MLPCN 95, Cardio protect 0, Glyco luc inh 1, Exocytosis inh 2, ABHD5-PLIN5 inh -1, MC4R antagonist 7, m5-HT2A agonist 8, CaV13 FRET inh -5, PDI turbidity -7 and MC4R barr agon -0.9.
Cc1ccc(NC(=O)NN(C)c2c(Cl)c(Cl)nn2C)cc1 was read as ABCB6 inh MLPCN 94, Cardio protect -1, Glyco luc inh 2, Exocytosis inh 0, ABHD5-PLIN5 inh -2, MC4R antagonist 9, m5-HT2A agonist 0, CaV13 FRET inh -15, PDI turbidity -2 and MC4R barr agon -2.4.
Cc1ccccc1NC(=O)C1CCCN1S(=O)(=O)c1ccc2c(c1)n(C)c(=O)c(=O)n2C (centres undefined) was read as ABCB6 inh MLPCN 104, Cardio protect 8, Glyco luc inh -1, Exocytosis inh -5, ABHD5-PLIN5 inh 7, MC4R antagonist 4, m5-HT2A agonist 12, CaV13 FRET inh -7, PDI turbidity -1 and MC4R barr agon 1.2.
`CN(Cc1ccccc1)C(=O)c1cccc(NC(=O)Cc2cccc(NC(=O)C3CCN(C(=O)C4CC4)CC3)c2)c1` gave ABCB6 inh MLPCN 102, Cardio protect 10, Glyco luc inh 0, Exocytosis inh -4, ABHD5-PLIN5 inh 0, MC4R antagonist -1, m5-HT2A agonist -1, CaV13 FRET inh -2, PDI turbidity -8 and MC4R barr agon 2.4.
`Cc1onc(-c2c(Cl)cccc2Cl)c1C(=O)N(C)Cc1ccccc1` gave ABCB6 inh MLPCN 93, Cardio protect -1, Glyco luc inh -1, Exocytosis inh 39, ABHD5-PLIN5 inh -5, MC4R antagonist 15, m5-HT2A agonist -2, CaV13 FRET inh -3, PDI turbidity 6 and MC4R barr agon 1.3.
COC(=O)[C@H](Cc1ccccc1)NC(=O)N1CCCCC1C (some centres undefined) was read as ABCB6 inh MLPCN 98, Cardio protect 13, Glyco luc inh 1, Exocytosis inh 1, ABHD5-PLIN5 inh -5, MC4R antagonist 12, m5-HT2A agonist 0, CaV13 FRET inh -4, PDI turbidity -3 and MC4R barr agon -2.1.
COc1ccc(NC(=O)CSc2n[nH]c(C(C)C)n2)c([N+](=O)[O-])c1 was read as ABCB6 inh MLPCN 94, Cardio protect 5, Glyco luc inh 1, Exocytosis inh -1, ABHD5-PLIN5 inh 5, MC4R antagonist -4, m5-HT2A agonist 3, CaV13 FRET inh 7, PDI turbidity -2 and MC4R barr agon -1.2.
For CCC1=[N+](CC(=O)c2ccc(C)cc2)CCn2c(C)ccc21 the results were ABCB6 inh MLPCN 99, Cardio protect -13, Glyco luc inh 2, Exocytosis inh -1, ABHD5-PLIN5 inh 6, MC4R antagonist 8, m5-HT2A agonist -2, CaV13 FRET inh -6, PDI turbidity -3 and MC4R barr agon 0.4.
`CCCONC(=O)Nc1ccccc1[N+](=O)[O-]` gave ABCB6 inh MLPCN 97, Cardio protect 2, Glyco luc inh 1, Exocytosis inh 3, ABHD5-PLIN5 inh -7, MC4R antagonist 12, m5-HT2A agonist -3, CaV13 FRET inh -5, PDI turbidity -4 and MC4R barr agon 0.8.
`Cc1ccc(C2=NC3(CCCCCC3)NC2=S)cc1` gave ABCB6 inh MLPCN 95, Cardio protect 0, Glyco luc inh -1, Exocytosis inh 1, ABHD5-PLIN5 inh -4, MC4R antagonist 8, m5-HT2A agonist 0, CaV13 FRET inh -5, PDI turbidity 5 and MC4R barr agon 0.9.
CC(C)(C)c1ccc(OC(=O)CN2C(=O)C3C4CCC(C4)C3C2=O)cc1 (centres undefined) was read as ABCB6 inh MLPCN 99, Cardio protect -2, Glyco luc inh 0, Exocytosis inh 8, ABHD5-PLIN5 inh 3, MC4R antagonist 22, m5-HT2A agonist -2, CaV13 FRET inh -2, PDI turbidity -6 and MC4R barr agon 3.7.
For C[C@H](CO)N1C[C@H](C)[C@@H](CN(C)Cc2ccc(C(=O)O)cc2)Oc2c(NC(=O)c3ccncc3)cccc2C1=O the results were ABCB6 inh MLPCN 96, Cardio protect 6, Glyco luc inh 0, Exocytosis inh 1, ABHD5-PLIN5 inh -21, MC4R antagonist 7, m5-HT2A agonist -3, CaV13 FRET inh -6, PDI turbidity 16 and MC4R barr agon 0.4.
For CCCn1c(SCC(=O)Nc2c(CC)cccc2CC)nnc1C(C)C the results were ABCB6 inh MLPCN 89, Cardio protect 5, Glyco luc inh 1, Exocytosis inh -2, ABHD5-PLIN5 inh -8, MC4R antagonist 3, m5-HT2A agonist 2, CaV13 FRET inh -1, PDI turbidity -1 and MC4R barr agon -1.2.
For COCCCNc1nc2c(c(=O)n(Cc3ccc(OC)cc3)c(=O)n2C)n1C the results were ABCB6 inh MLPCN 96, Cardio protect 15, Glyco luc inh 3, Exocytosis inh 2, ABHD5-PLIN5 inh 3, MC4R antagonist 11, m5-HT2A agonist 3, CaV13 FRET inh -4, PDI turbidity 10 and MC4R barr agon -1.0.
Screening COc1ccccc1N(CC(=O)NCC1CCCO1)C(=O)Cn1nnc(-c2cccs2)n1 (centres undefined) returned ABCB6 inh MLPCN 102, Cardio protect -1, Glyco luc inh 1, Exocytosis inh -4, ABHD5-PLIN5 inh -5, MC4R antagonist 2, m5-HT2A agonist 2, CaV13 FRET inh 1, PDI turbidity 5 and MC4R barr agon -2.3.
Screening CCOc1ccccc1-c1nc(C(N)=O)c2[nH]c(=O)n(-c3ccc(F)cc3)c2n1 returned ABCB6 inh MLPCN 105, Cardio protect 1, Glyco luc inh -4, Exocytosis inh 14, ABHD5-PLIN5 inh 12, MC4R antagonist 15, m5-HT2A agonist -3, CaV13 FRET inh -7, PDI turbidity -11 and MC4R barr agon 1.6.
`O=C(CNC(=O)c1cccs1)NCC(=O)OCc1ccc(Cl)cc1` gave ABCB6 inh MLPCN 96, Cardio protect 3, Glyco luc inh 1, Exocytosis inh -3, ABHD5-PLIN5 inh -4, MC4R antagonist 2, m5-HT2A agonist -2, PDI turbidity -4 and MC4R barr agon 0.7.
For O=C(COC(=O)Cc1ccc(Cl)c(Cl)c1)Nc1ccc2[nH]c(=O)[nH]c2c1 the results were ABCB6 inh MLPCN 101, Cardio protect 8, Glyco luc inh 0, Exocytosis inh -7, ABHD5-PLIN5 inh 0, MC4R antagonist -1, m5-HT2A agonist -8, CaV13 FRET inh -1, PDI turbidity 0 and MC4R barr agon -2.5.
Screening Cc1ccc(NC(=O)c2cc3c(CO)cnc(C)c3oc2=Nc2cccc(C(N)=O)c2)cc1 returned ABCB6 inh MLPCN 99, Cardio protect 18, Glyco luc inh -6, Exocytosis inh 10, ABHD5-PLIN5 inh 3, MC4R antagonist 28, m5-HT2A agonist 4, CaV13 FRET inh -4, PDI turbidity 3 and MC4R barr agon -1.8.
CCN(CC(=O)Nc1c(F)cccc1F)C(=O)c1cc(S(=O)(=O)N(CC)CC)ccc1N1CCCCC1 was read as ABCB6 inh MLPCN 102, Cardio protect 4, Glyco luc inh -6, Exocytosis inh -1, ABHD5-PLIN5 inh 11, MC4R antagonist 7, m5-HT2A agonist 0, PDI turbidity 2 and MC4R barr agon -0.9.
CCc1ccc(NC(=O)C(C)OC(=O)c2ccc(N3CCCC3)c([N+](=O)[O-])c2)cc1 (centres undefined) was read as ABCB6 inh MLPCN 98, Cardio protect -11, Glyco luc inh 0, Exocytosis inh -4, ABHD5-PLIN5 inh 4, MC4R antagonist -3, m5-HT2A agonist 2, CaV13 FRET inh -5, PDI turbidity -11 and MC4R barr agon 0.1.
Screening O=C1C2CCCCN2C(=O)N1CCCN1CCN(c2cccc(C(F)(F)F)c2)CC1 (centres undefined) returned ABCB6 inh MLPCN 101, Cardio protect 1, Glyco luc inh -1, Exocytosis inh 0, ABHD5-PLIN5 inh 1, MC4R antagonist 9, m5-HT2A agonist -9, CaV13 FRET inh -2, PDI turbidity -27 and MC4R barr agon -2.7.
Cc1csc(SCC(=O)N(C)c2c(N)n(Cc3ccccc3)c(=O)[nH]c2=O)n1 was read as ABCB6 inh MLPCN 93, Cardio protect -4, Glyco luc inh 0, Exocytosis inh 3, ABHD5-PLIN5 inh -4, MC4R antagonist -2, m5-HT2A agonist 4, CaV13 FRET inh -6, PDI turbidity -3 and MC4R barr agon -0.2.
Screening COc1cccc(C(=O)NNC(=O)c2ccc(NS(=O)(=O)c3cccs3)cc2)c1OC returned ABCB6 inh MLPCN 101, Cardio protect 4, Glyco luc inh 3, Exocytosis inh -5, ABHD5-PLIN5 inh 0, MC4R antagonist 3, m5-HT2A agonist -8, CaV13 FRET inh -3, PDI turbidity -4 and MC4R barr agon -1.3.
Screening CCOC(=O)N1CCN(C(=O)CN(c2ccc(C)cc2)S(=O)(=O)c2c(C)noc2C)CC1 returned ABCB6 inh MLPCN 92, Cardio protect -1, Glyco luc inh 1, Exocytosis inh -4, ABHD5-PLIN5 inh 1, MC4R antagonist 6, m5-HT2A agonist -1, CaV13 FRET inh -4, PDI turbidity -3 and MC4R barr agon -1.5.
Screening Cc1ccc(C)c(S(=O)(=O)N2CCN(C(=O)CCNS(=O)(=O)c3ccccc3)CC2)c1 returned ABCB6 inh MLPCN 100, Cardio protect 1, Glyco luc inh -1, Exocytosis inh -2, ABHD5-PLIN5 inh 0, MC4R antagonist 21, m5-HT2A agonist 2, CaV13 FRET inh -3, PDI turbidity -4 and MC4R barr agon -0.3.
Screening Cc1cc2cc(CCNC(=O)c3ccc(Br)o3)c(=O)[nH]c2cc1C returned ABCB6 inh MLPCN 100, Cardio protect 0, Glyco luc inh -3, Exocytosis inh 2, ABHD5-PLIN5 inh 10, MC4R antagonist 14, m5-HT2A agonist 2, CaV13 FRET inh -1, PDI turbidity -1 and MC4R barr agon 1.1.
For O=C(O)/C=C\C(=O)Nc1ccc(OC(F)F)cc1 the results were ABCB6 inh MLPCN 103, Cardio protect 8, Glyco luc inh 3, Exocytosis inh 2, ABHD5-PLIN5 inh 1, MC4R antagonist 1, m5-HT2A agonist 5, CaV13 FRET inh -7, PDI turbidity -1 and MC4R barr agon 0.1.

Compound activity (PubChem BioAssay)
